High-throughput results from PubChem BioAssay.
AID inh: blocks human AID cytidine deaminase activity | 91,000 compounds, 0.32% hits | Potency, µM (series often up to 115 µM), for the others: top-dose activity change, negative = inhibition, most hits filed as inhibitors | Q9GZX7 | AID deamination FRET fluorescence, UDG-coupled, 4 h | AID 1347428; note: nearly all actives have a fitted effect of over 25% in size
Target sequence (Q9GZX7 whole entry, looked up): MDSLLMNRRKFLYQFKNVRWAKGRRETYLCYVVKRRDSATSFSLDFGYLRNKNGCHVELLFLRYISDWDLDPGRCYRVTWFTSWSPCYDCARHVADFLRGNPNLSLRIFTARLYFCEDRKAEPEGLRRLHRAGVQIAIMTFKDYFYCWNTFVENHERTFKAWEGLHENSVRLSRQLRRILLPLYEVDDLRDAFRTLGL
UDG counterscr: UDG inhibition counter-screen; 91,000 compounds, 0.14% hits; AID 1347430; FRET deamination/UDG coupled assay, UDG read, 4 h; Potency, µM (titrated, usually from 115 µM), for inactives: top-dose activity change, negative = inhibition, most hits filed as inhibitors; note: nearly all actives have a fitted effect of over 65% in size
* marks the source's active call; other numbers are inactive results; ? = inconclusive; [ ] = remark or other dose. Calls come from the whole dose curve; as a rule, active = well fitted curve in the direction sought with a large enough effect; inconclusive = small, poorly fitted or top-dose-only effect, or another doubt; inactive = no such curve, though single readings can be large; an effect the other way counts as inactive or inconclusive. % is set by controls: 0 for no effect and ±100 for the full control effect; potency is the fitted concentration of half-maximal effect.

SMILES	AID inh	UDG counterscr
Cc1nn(-c2ccccc2)c2c1N(CCCC(=O)NC(C)c1ccccc1)C(=O)CS2 (stereo not drawn)	-23%	-5%
COc1cccc(Oc2coc3cc(OC)ccc3c2=O)c1	-8%	-11%
c1nc(Sc2ccc3c(c2)OCCCO3)c2ccsc2n1	2%	4%
CCN(CC)S(=O)(=O)c1ccc2c(c1)N(CC(=O)N1CCN(c3cccc(C)c3C)CC1)C(=O)CO2	-1%	4%
CCc1ccc(NC(=O)CSC2=Nc3ccccc3C3=NC(CCC(=O)NCc4ccccc4)C(=O)N23)cc1 (stereo not drawn)	-14%	-25%
Cn1c(=O)c(=O)n(C)c2cc(N3CCCC3)c(NC(=O)c3ccccc3Cl)cc21	148%[activator]	1%
Oc1c(C(c2ccccc2)N2CCCCC2)sc2nc(-c3ccco3)nn12 (stereo not drawn)	-2%	-28%
COc1ccc(-c2nc(CN3CCC(C(=O)NCc4ccc(F)cc4)CC3)c(C)o2)cc1OC	8%	?
Cc1ccc(C(=O)NCC(F)(F)F)o1	-8%	1%
COc1cc(/C=C/C(=O)C23CC4CC(CC(C4)C2)C3)cc(OC)c1OC	-14%	-7%
COc1ccc2c(C)c(CCC(=O)Nc3cccc(C)c3C)c(=O)oc2c1	2%	5%
O=C(O)CSCc1cccc(Cl)c1	16%	7%
COc1ccc(C)cc1NC(=O)C(=O)NCC1(c2ccccc2)CCCC1	?	-19%
CC(OC(=O)c1ccc2c(c1)NC(=O)CS2)C(=O)c1ccccc1 (stereo not drawn)	0%	-1%
CC(C)N1CCC(Nc2nc(-c3cccnc3)nc3ccccc23)CC1	-7%	6%
CCOc1ccc(NC(=O)c2cc(-c3ccc(C)c(F)c3)on2)c([N+](=O)[O-])c1	-2%	-17%
CCN(CC)CC(O)COc1ccc2c(c1)c(C(C)=O)c(C)n2CC (stereo not drawn)	25%	4%
Cc1cccc(COC(=O)Cn2c(=O)c3c(ncn3CC(C)C)n(Cc3ccccc3)c2=O)c1	-5%	4%
COc1ccc(OCc2nc3ccccc3n2Cc2ccc(C(C)(C)C)cc2)cc1	?	-25%
CCn1c(=O)c(=O)n(CC)c2cc(N3CCCCC3)c(NC(=O)c3ccccc3OC)cc21	8%	7%
CCOCCCNC(=O)CCC(=O)NNc1nc2ccccc2c2nc(-c3ccccc3)nn12	?	0%
CC(C)CN(CCCNC(=O)c1cc(=O)[nH]c2ccc(S(=O)(=O)N3CCCCCC3)cc12)CC(C)C	-23%	-12%
COc1ccc(Nc2nnc(-c3cc4c(ccc5ccccc54)oc3=O)s2)cc1	23%	0%
Cc1ccc(S(=O)(=O)Cc2ccccc2F)cc1	1%	-6%
Cc1oc(-c2ccc(Cl)cc2)nc1CN1CCCC(C(=O)NCCc2ccc(Cl)cc2)C1 (stereo not drawn)	?	?

Compound profiles, from the list above:
COc1ccc(OCc2nc3ccccc3n2Cc2ccc(C(C)(C)C)cc2)cc1 as listed: AID inh = ?; UDG counterscr = -25%
CCOc1ccc(NC(=O)c2cc(-c3ccc(C)c(F)c3)on2)c([N+](=O)[O-])c1 as listed: AID inh = -2%; UDG counterscr = -17%

Other records follow.
SMILES	AID inh	UDG counterscr
CC(C)c1noc(CCCC(=O)NC(C)c2cccs2)n1 (stereo not drawn)	2%	-6%
Cc1ccc(CNS(=O)(=O)c2ccc(N3CCCCS3(=O)=O)cc2)cc1	-3%	5%
CC1CCc2nc(NC(=O)COc3ccc(C(C)(C)C)cc3)sc2C1 (stereo not drawn)	-8%[57.5 µM]	-13%[57.5 µM]
CCc1ccccc1S(=O)(=O)Cc1ccc(C(=O)NCCc2ccc(Cl)cc2)o1	-17%	?
COc1ccccc1C(=O)NCC1(N2CCN(C)CC2)CCCCC1	11%	-4%[57.5 µM]
CCC(C)C(=O)N1CCCC2CCCCC21 (stereo not drawn)	4%	-1%
CCOC(=O)c1c(C)sc(-c2c(-c3ccc(OC)c(F)c3)[nH]c3c2c(=O)[nH]c(=O)n3C)c1O	-4%	4%
Cc1cccc2cc(-c3nc(-c4cccnc4)no3)c(=O)oc12	13%	5%
Nc1ccc(S(=O)(=O)NC2(C(F)(F)F)NC(=O)N(c3cccc(Cl)c3)C2=O)cc1 (stereo not drawn)	8%	6%
CCN(CC)C(=S)SCc1csc(-c2ccc(C)cc2)n1	-4%	0%
CCOC(=O)c1cnc2ccc(C)cc2c1NCCc1ccc(OC)c(OC)c1	-22%	-16%
CCc1ccc(-c2csc(Nc3ccc(S(=O)(=O)Nc4nc(C)cc(C)n4)cc3)n2)cc1	-12%	12%
CCc1ccc2ncc3c(-c4ccc(F)cc4)nn(CC(=O)NCc4ccccc4)c3c2c1	13%	1%
CCCCNC(=O)c1ccc(-c2nc(CS(=O)(=O)c3ccc(C)cc3)c(C)o2)cc1	8%	-1%
COc1ccc(CNCc2sccc2C)cc1	-1%	-9%
Cc1cccc(OCC(=O)Nc2ccccc2OCc2cc(=O)n3cc(C)ccc3n2)c1	4%	0%
COc1ccc(OC)c(C(=O)OCc2cccc(C#N)c2)c1	-10%	-3%
Cc1ccc(C)c(CN2C(=O)c3ccccc3S(=O)c3ccc(C(=O)NCCc4ccc(Cl)cc4)cc32)c1 (stereo not drawn)	?	-21%
CC(C)CC(=O)NC1(C(F)(F)F)C(=O)Nc2c1c(=O)[nH]c(=O)n2-c1ccccc1 (stereo not drawn)	23%	13%
Cc1ccc(-c2cc(C(=O)Nc3c(C(=O)c4ccc(C)c(F)c4)oc4ccccc34)no2)cc1	1%	2%
Cc1cc(C2CCCCC2)ccc1O	4%	-4%
CC(C)N(Cc1ccccc1)C(=O)CCS(=O)(=O)c1cc2c(cc1Cl)NC(=O)CO2	0%	9%
CC(NC(=O)CC12CC3CC(CC(C3)C1)C2)C12CC3CC(CC(C3)C1)C2 (stereo not drawn)	6%	3%
S=c1n(/N=C/c2ccc(Br)cc2)cnn1Cc1ccccc1Cl	-12%	-6%
CCOC(=O)c1c(C)n(-c2ccccc2)c2ccc(OC(=O)COc3ccccc3)cc12	17%	-10%

3 of the entries above in order of their number in AID inh, highest first:
molecule | AID inh
COc1ccccc1C(=O)NCC1(N2CCN(C)CC2)CCCCC1 | 11%
CC(C)c1noc(CCCC(=O)NC(C)c2cccs2)n1 (stereo not drawn) | 2%
Cc1ccc(-c2cc(C(=O)Nc3c(C(=O)c4ccc(C)c(F)c4)oc4ccccc34)no2)cc1 | 1%

5 compounds picked at random from the list so far:
SMILES	AID inh	UDG counterscr
CCOC(=O)c1cnc2ccc(C)cc2c1NCCc1ccc(OC)c(OC)c1	-22%	-16%
Cc1cc(C2CCCCC2)ccc1O	4%	-4%
Cc1cccc2cc(-c3nc(-c4cccnc4)no3)c(=O)oc12	13%	5%
Cc1ccc(C)c(CN2C(=O)c3ccccc3S(=O)c3ccc(C(=O)NCCc4ccc(Cl)cc4)cc32)c1 (stereo not drawn)	?	-21%
CC(C)c1noc(CCCC(=O)NC(C)c2cccs2)n1 (stereo not drawn)	2%	-6%

Further records.
SMILES	AID inh	UDG counterscr
Cn1c(SCc2ccc(F)cc2)nc2c([nH]c3ccccc32)c1=O	3%	4%[57.5 µM]
Cc1cc(C)c2nc(NC(=O)c3ccc(S(=O)(=O)N4CCC(C)CC4)cc3)sc2c1	-24%	-12%
O=C1CCCC(=O)C1C(c1ccccc1)C1C(=O)CCCC1=O	-7%	-3%
Cc1cc(C)c(C(=O)C(C)OC(=O)c2ccc(CO)cc2)cc1C (stereo not drawn)	-3%	6%
COc1ccc(C(=O)Nc2cccc(C(=O)OCc3cc(=O)n4c5c(sc4n3)CCCC5)c2)cc1	10%	-2%
Oc1c(Cl)cc(Cl)c(Cl)c1Sc1c(O)c(Cl)cc(Cl)c1Cl	?	6%
Cc1c(Cl)cccc1-n1ncc(C(=O)N2CCOCC2)c1C1CCN(C(=O)OC(C)(C)C)CC1	16%	-2%
Cc1ccc(NC(=O)CSc2nc3c(=O)[nH]cnc3n2CC2CCCO2)c(Cl)c1 (stereo not drawn)	-7%	0%
CCc1ccc(C2=CC(c3cccc(Br)c3)n3nnnc3N2)cc1 (stereo not drawn)	19%	3%
S=c1cc[nH]c(=S)[nH]1	2%	0%
CCCc1cc(N2CCN(c3cc(Cl)ccc3C)CC2)n2cnnc2n1	-11%	-12%
CCCn1c(=N)c(C(=O)NCC2CCCO2)cc2c(=O)n3cc(C)ccc3nc21 (stereo not drawn)	53%[activator]	-5%
CCOC(=O)c1ccccc1NC(=O)CCOc1ccccc1	-20%	-10%[57.5 µM]
O=C(NCc1ccc(F)cc1)c1nc(Cc2c[nH]c3ccccc23)no1	6%	-6%
COc1cc(C(=O)Nc2cccc(OCc3cc(=O)n4cc(C)sc4n3)c2)cc(OC)c1OC	14%	-4%
CC(C)C(=O)Nc1ccccc1Cl	-11%	-12%
COc1ccc(S(=O)(=O)Nc2cc(-c3cn4ccccc4n3)ccc2C)cc1	17%	-23%
COc1ccc(C)cc1NC(=O)COc1ccc(C(=O)Nn2c(C)ccc2C)cc1	1%	0%
Cc1c2cnn(-c3ccccc3)c(=O)c2c(C)n1CC(=O)NCc1ccc(Cl)cc1	4%	8%
N#Cc1c(-c2ccccc2)cc(-c2ccccc2)nc1SCC(O)CS(=O)(=O)Cc1ccccc1 (stereo not drawn)	-13%	?
Cc1cccc(Nc2nnc(Cc3ccccc3)c(=O)[nH]2)c1	2%	-3%
COc1ccc(Cl)cc1NC(=O)c1nn(C)c2c1CS(=O)(=O)c1ccccc1-2	-20%	-1%
CC(NC(=O)c1ccc(F)cc1)C12CC3CC(CC(C3)C1)C2 (stereo not drawn)	-5%	-2%
O=C(Nc1ncn(Cc2cccc(C(F)(F)F)c2)n1)c1ccn(COc2ccc(Cl)cc2)n1	-1%	-10%
O=C1CCCN1c1ccc(-c2csc(-c3cccs3)n2)cc1	-7%	5%
(list continues)
SMILES	AID inh	UDG counterscr
COc1ccc(COc2ccc(C#N)cc2)c(Br)c1OC	-1%	-2%
O=C(CC1CC2CCC1C2)Nc1ccc(F)cc1 (stereo not drawn)	-2%	-7%
CC(Oc1ccc(Cl)cc1)C(=O)Nc1ccc(N2CCN(C)CC2)nc1 (stereo not drawn)	14%	5%
CC(C)CC(=O)Nc1cccc(-c2cn3cccnc3n2)c1	-9%	-13%
O=S(=O)(Nc1nc2ccccc2nc1Nc1cccc(F)c1)c1ccccc1	-18%	2%
O=C(CCS(=O)(=O)Cc1ccccc1)Nc1cc(F)cc(F)c1	14%	14%
COC(=O)c1cc(Br)cc(Br)c1O	-4%	-6%
CCCCn1nc(C(=O)Oc2ccc(C(C)=O)cc2)c2ccccc2c1=O	-14%	-1%
COc1ccc(NC(=O)CCNS(=O)(=O)c2ccc3c(c2)CCN3C(=O)C2CC2)cc1Cl	?	2%
O=C(CN1Cc2ccccc2C1=O)Nc1cc(F)ccc1F	13%	16%
Cc1cccc(NC(=O)c2cc3c(C)nn(-c4ccccc4)c3s2)c1	-14%[57.5 µM]	-6%[57.5 µM]
Cn1nc(-c2ccc(Cl)cc2)c2cc(C(=O)Oc3ccccc3Cl)sc21	-6%	-1%
CC(=O)Nc1ccc(NC(=O)C(NS(=O)(=O)c2ccc(Br)s2)c2ccccc2)cc1 (stereo not drawn)	9%	-8%[57.5 µM]
Cc1cc(C)cc(NC(=O)COc2ccc3c(C)cc(=O)oc3c2)c1	11%	-4%
COc1ccc(S(=O)(=O)c2cn(C)c3cc(N4CCCCC4)c(F)cc3c2=O)cc1	18%	5%
COC(=O)c1c2c(c3ccccc3c1-c1ccccc1)OC(c1ccc(OC)cc1)(c1ccc(OC)cc1)C=C2	-10%	-6%
CN(CC(=O)Nc1ccc(F)cc1)C(=O)COC(=O)Cc1n[nH]c(=O)c2ccccc12	24%	5%
O=C(Nc1ccc(Cl)c(Cl)c1)c1ccc(-c2ccccc2)cc1	1%	1%
CSc1ccc(/C=C(/C#N)S(=O)(=O)c2ccc(C)cc2)cc1	?	2%
CC(C)c1ccc(/C=N/NC(=O)C2CC2c2ccccc2)cc1 (stereo not drawn)	3%	-8%
CCCOc1ccc(/C(O)=C2\C(=O)C(=O)NC2c2ccc(Cl)cc2)cc1 (stereo not drawn)	-16%	-13%
COc1ccc(-n2nnc(C(=O)Nc3ccccc3F)c2N)cc1	26%	-9%
COc1ccc(Nc2cc(C(=O)NCc3ccccc3)c3ccccc3n2)cc1OC	-1%	-12%[57.5 µM]
O=c1[nH]c2ccc(Cl)cc2c(-c2ccccc2)c1CN1CCCCC1	?	1%
Cc1ccc(-n2c(=O)c3ccc(C(=O)NCc4ccccc4Cl)cc3n(CC(N)=O)c2=O)cc1	20%	4%
(more compounds)
SMILES	AID inh	UDG counterscr
CC(=O)NCCNC(=O)CCc1nc(-c2ccccc2)c(-c2ccccc2)o1	0%	-5%
CN(C(=O)c1ccc2c(c1)N(Cc1ccccc1F)C(=O)c1ccccc1S2)C1CCCCC1	?	-3%[57.5 µM]
COc1ccc(-c2nn(-c3ccc(C)cc3)c3c2cnc2ccc(C)cc23)cc1OC	8%	5%
CCOc1ccc(CC(=O)Nc2c(C(=O)Nc3ccc(OC)cc3OC)oc3ccccc23)cc1	2%	-11%
N#Cc1c(-n2ncnc2-c2cccc(Br)c2)sc2c1CCCCC2	-5%[57.5 µM]	-3%[57.5 µM]
CCOc1c(OC)cccc1-c1nc2ccccc2s1	-9%	-11%
CCCCCCCCCCCCCCCCN1CCCC1	1%	-1%
COc1ccc2c(CNCc3cccs3)c(C(=O)O)n(Cc3ccccc3)c2c1	-2%	5%
Cc1nc(N2CCCC2)ncc1C(=O)NCc1ccccc1Cl	5%	-13%
COc1ccc(CCNC(=O)CCCCn2c(=O)c3ccccc3n(Cc3ccccc3)c2=O)cc1OC	-5%	-9%
CCCCCCCCSCCCCC(=O)O	-3%	-5%
CC(=O)N1CCCc2cc(S(=O)(=O)N3CCCC(C(=O)NCc4ccc(C)cc4)C3)ccc21 (stereo not drawn)	-6%	4%

This is a subset. The share of hits here may be higher or lower than overall.
